FLuc inh counter – inhibits firefly luciferase, flagging false hits in luciferase inhibition screens; ATPLite firefly luciferase biochemical luminescence, 10 min; P08659; 1.5% of 200,000 active; inhibition, % at 10 µM;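 active = inhibition above about 50% when tested at 10 µM, limit read from the data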
Target sequence (P08659 whole entry, looked up): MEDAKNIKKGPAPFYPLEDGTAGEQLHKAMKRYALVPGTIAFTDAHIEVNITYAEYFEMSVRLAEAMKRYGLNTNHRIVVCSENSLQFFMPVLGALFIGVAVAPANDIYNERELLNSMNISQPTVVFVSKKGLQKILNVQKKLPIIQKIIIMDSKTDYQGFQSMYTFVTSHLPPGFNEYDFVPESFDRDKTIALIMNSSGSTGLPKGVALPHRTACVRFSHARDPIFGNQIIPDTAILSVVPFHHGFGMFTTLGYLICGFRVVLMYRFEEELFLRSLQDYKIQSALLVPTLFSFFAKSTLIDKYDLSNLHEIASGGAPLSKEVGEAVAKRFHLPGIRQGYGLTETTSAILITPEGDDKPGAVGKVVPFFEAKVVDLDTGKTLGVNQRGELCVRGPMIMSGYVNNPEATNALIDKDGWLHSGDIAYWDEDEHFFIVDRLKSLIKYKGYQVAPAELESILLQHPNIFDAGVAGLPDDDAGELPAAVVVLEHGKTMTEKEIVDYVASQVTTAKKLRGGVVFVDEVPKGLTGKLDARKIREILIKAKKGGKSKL
PMI activator – phosphomannose isomerase (human) activation; P34949; purified human PMI, coupled resazurin fluorescence, 20 min; hits give high values; 1 = vehicle control, 0 substrate-free wells; activation factor at 20 µM; 0.005% of 190,000 active; AID 1214;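 active = activation factor of 2 or more at 20 µM, relative to plate controls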
Target sequence (P34949 whole entry, looked up): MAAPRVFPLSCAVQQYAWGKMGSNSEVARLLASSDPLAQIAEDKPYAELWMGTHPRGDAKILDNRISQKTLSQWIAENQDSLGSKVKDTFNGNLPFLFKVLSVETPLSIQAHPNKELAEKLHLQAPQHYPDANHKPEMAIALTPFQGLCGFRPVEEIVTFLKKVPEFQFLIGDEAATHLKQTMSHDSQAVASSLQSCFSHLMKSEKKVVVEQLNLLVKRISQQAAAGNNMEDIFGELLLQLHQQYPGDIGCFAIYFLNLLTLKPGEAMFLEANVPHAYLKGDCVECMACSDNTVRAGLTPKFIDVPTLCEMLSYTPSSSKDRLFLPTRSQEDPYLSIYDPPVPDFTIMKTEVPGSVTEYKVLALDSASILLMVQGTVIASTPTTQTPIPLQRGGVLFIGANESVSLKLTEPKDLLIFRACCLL
bIAP act – increases bovine intestinal alkaline phosphatase activity | purified bovine IAP, CDP-star luminescence, 30 min; hits give high values; fold of DMSO-control signal, blank-subtracted | activation factor at 20 µM | 0.17% of 200,000 active | AID 1016;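 active = activation factor of 2 or more at 20 µM, a signal rise over negative controls twice the positive control's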
APP 5'UTR act – APP 5'UTR luciferase reporter activation; 1% of 190,000 active; activation, % at 2 µM; SH-SY5Y APP 5'UTR luciferase reporter, luminescence; zero percent = DMSO vehicle wells;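 active = activation above a set limit, based on mean plus 3 SD of controls, cut at about 140% in these data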; note: values of inactives mirror those of a sister screen read the other way
FLuc stim CS – firefly luciferase counter-screen for stimulation assays; P08659; ATPlite luciferase biochemical, luminescence, 10 min; 0 = ATP-free wells, 1 = DMSO control; activation factor at 10 µM; 200,000 tested, under 10 active; AID 1027;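 active = luciferase activation factor, scaled between plate controls, of at least 2 with compound at 10 µM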
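Assay system: Luciferase/luciferin detection reagent, cell-free biochemical luciferase assay / Also added: ATP substrate / Schedule: 10 min at ambient temperature / Measured by: luminescence measurement of luciferase light output / Benchmarks: low control with PBS replacing ATP, high control enzyme plus ATP without compound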
NF-kB expr up – compounds increasing NF-kB expression in human neuronal cells | NF-kB reporter expression; hits give high values | fold change at 12.5 µM | 1.6% of 190,000 active | AID 1239; in the data active = fold change above about 3.3
PMI act hi M6P – increases human PMI activity with near-saturating mannose 6-phosphate. activation factor at 20 µM. coupled PMI enzyme assay, resazurin fluorescence, 20 min; hits give high values; 1 = untreated enzyme, 0 = substrate-free blank. 0.34% of 190,000 active. P34949;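 active = activation factor of 2 or more at 20 µM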
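Test system: human phosphomannose isomerase with PGI, G6PDH, diaphorase coupling enzymes; Amount: PMI at 15 ng/mL final; Reagent: Mannose-6-phosphate 1.0 mM (near-saturating) plus 0.22 mM NADP+; Timing: 20 min, room temperature; Technique: resorufin fluorescence at Ex 544/Em 590 nm; Dosing: 20 µM single dose.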
TNAP inh hiacc – TNAP (human) inhibition, high acceptor. inhibition, % at 20 µM. purified TNAP, CDP-star luminescence, 1 M DEA. AID 1135. 0.03% of 200,000 active;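 active = over 50% inhibition of tissue-nonspecific alkaline phosphatase at 20 µM in the single-dose screen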;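 note: plate controls were DMSO wells for no effect and EDTA-quenched wells as full inhibition for full effect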
TNAP act hi DEA – TNAP (human) activation, high acceptor | purified TNAP, CDP-star luminescence, 1 M DEA, 30 min; hits give high values; 0 = EDTA background, 1 = DMSO-only activity | activation factor at 20 µM | 200,000 tested, under 10 active;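 active = activation factor at least 2 at 20 µM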
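system = human TNAP | amount = enzyme diluted 1/800 final | reagent = 100 µM CDP-star substrate | signal = luminescent substrate turnover signal | dosing = one dose, 20 µM | benchmarks = EDTA negative control, DMSO positive control | measure = activation factor | timing = 30 min reaction, room temperature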
TNAP inh noacc – inhibitors of human TNAP without phosphate acceptor. P05186. purified TNAP, CDP-star luminescence, 30 min. inhibition, % at 20 µM. 0.26% of 200,000 active. AID 1012;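 active = tissue-nonspecific alkaline phosphatase inhibition above about 50% at 20 µM in the single-dose screen, limit read from the data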;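 note: 0% = DMSO negative control and 100% = EDTA positive control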
Numbers without * were called inactive; . = not tested or not shown.

SMILES	FLuc inh counter	PMI activator	bIAP act	APP 5'UTR act	FLuc stim CS	NF-kB expr up	PMI act hi M6P	TNAP inh hiacc	TNAP act hi DEA	TNAP inh noacc
CCOc1cc(C(=O)N2CCCC2)cc(OCC)c1OCC	0	0.8	0.9	-5	1	1.1	0.9	-4	1	-12
Cc1ccc([N+](=O)[O-])cc1N/C=C/C(=O)c1ccco1	1	0.9	1	23	1	1.2	0.9	0	1	-6
CCOC(=O)c1c(NC(=O)COC(=O)c2ccc(O)cc2)sc(C(=O)N(C)C)c1C	2	0.9	1.1	19	1	0.68	1	-1	1	-1
O=C(CSc1nc2[nH]ncc2c(=O)[nH]1)c1ccc(Cl)cc1	-4	1	1	-10	1	0.97	0.9	-2	1	-55
O=C(NC1CCCC1)C(c1ccc(Cl)cc1)N1CCOCC1 (configuration not stated)	-3	1	1	-8	1	1.1	1	-3	1	-14
Cc1ccc2c(C)c(C(=O)Nc3ccc(S(N)(=O)=O)cc3)oc2c1C	-9	1.1	0.9	25	1.1	1.5	1	-3	1	-4
COc1ccccc1NC(=S)NC(=O)c1ccc(Cn2cc(Br)cn2)cc1	-1	1	1	15	1	1.6	1	1	1	3
COc1cc(/C=N/N2CCN(C3c4ccccc4-c4ccccc43)CC2)cc(OC)c1OC	-8	0.9	0.9	-2	1.1	0.67	0.9	-3	1	-15
Cc1ccc(OCC(=O)Sc2ccc(C)cc2)cc1	-4	0.9	0.7	3	1	1.5	1	-2	1	-18
COc1ccccc1N1N=C(c2cccs2)CC1c1ccccc1 (configuration not stated)	-2	1.2	1	3	1	1	1.2	-23	1.2	-71
CC(=O)c1ccc(-n2nnnc2SCC(=O)N2CCN(C(=O)c3ccco3)CC2)cc1	-8	1	0.9	-10	1.1	1	1	-8	1.1	-14
COc1cc(OC)c(NC(C)C(=O)N2CCCC2)cc1Cl (configuration not stated)	-5	0.9	1	-12	1.1	0.98	0.7	0	1	-3
CC(=O)OCc1c(C(F)(F)F)nn(C)c1Oc1cccc(C(F)(F)F)c1	0	0.8	1	8	1	1.1	0.9	4	1	-3
COc1ccc(NC(=O)c2ccc(C#CC(C)(C)O)cc2)cc1	6	0.9	1	4	0.9	1.4	0.9	-2	1	-3
Cc1ccc(S(=O)(=O)N2CCCC(C(=O)NNCC(=O)Nc3cc(F)ccc3F)C2)cc1 (configuration not stated)	-1	1.1	1.2	0	1	0.88	1	-1	1	-12
CCOC(=O)c1[nH]c2c(c1-c1ccccc1)C(=O)CC(c1ccc(OCC)cc1)C2 (configuration not stated)	-2	0.9	0.9	26	1	0.98	0.9	1	1	-4
CC(=O)Nc1nc(SCC(=O)NCc2ccc(F)cc2)[nH]c(=O)c1NC(=O)c1cccs1	-4	1.2	1	20	1	1.1	1.1	-2	1	-9
Cc1ccc(C)c(NC(=O)CSc2nnc(CNC(=O)c3cccs3)o2)c1	-4	0.9	1	6	1	0.93	0.9	-3	1	-4
Cc1ccc2nsnc2c1S(=O)(=O)N1CCCC1	-5	0.9	0.9	5	1	1	0.9	-4	1	-7
O=C(/C=C/c1ccccc1)Nc1cccc(C(=O)O)c1	92*	0.9	0.9	-64	0.1	5.1*	1	-7	1.1	-11
CCOC(=O)Cc1c(C)nc(Cc2ccc(OC(C)C)cc2)[nH]c1=O	-6	1.1	1.2	11	1.1	0.97	1.1	2	1	4
CCOC(=O)c1sc2nc(CSc3nc4ccccc4n3CC)[nH]c(=O)c2c1C	-3	1.1	1.1	-8	1	0.97	1	-5	1.1	-3
Cc1ccccc1CC1(CO)CCCN(C(=O)c2ccc(F)cc2)C1 (configuration not stated)	-6	0.9	0.9	3	1.1	1	0.9	-3	1	-2
N#Cc1c(-n2cccc2C=O)sc2c1CCCC2	-3	1	0.9	17	1	1	1	2	1	3
C=CCn1c(CCC(=O)Nc2ccc(C)c(Cl)c2)nnc1SCC(=O)Nc1ccccc1C	-2	0.9	1	24	1	0.73	0.9	0	1	-11

Three of the compounds above, in markdown:
| SMILES | FLuc inh counter | PMI activator | bIAP act | APP 5'UTR act | FLuc stim CS | NF-kB expr up | PMI act hi M6P | TNAP inh hiacc | TNAP act hi DEA | TNAP inh noacc |
| --- | --- | --- | --- | --- | --- | --- | --- | --- | --- | --- |
| CCOC(=O)Cc1c(C)nc(Cc2ccc(OC(C)C)cc2)[nH]c1=O | -6 | 1.1 | 1.2 | 11 | 1.1 | 0.97 | 1.1 | 2 | 1 | 4 |
| CCOC(=O)c1sc2nc(CSc3nc4ccccc4n3CC)[nH]c(=O)c2c1C | -3 | 1.1 | 1.1 | -8 | 1 | 0.97 | 1 | -5 | 1.1 | -3 |
| Cc1ccccc1CC1(CO)CCCN(C(=O)c2ccc(F)cc2)C1 (configuration not stated) | -6 | 0.9 | 0.9 | 3 | 1.1 | 1 | 0.9 | -3 | 1 | -2 |

(cont.)
SMILES	FLuc inh counter	PMI activator	bIAP act	APP 5'UTR act	FLuc stim CS	NF-kB expr up	PMI act hi M6P	TNAP inh hiacc	TNAP act hi DEA	TNAP inh noacc
O=C(NCCCN1CCCC1=O)C1CCCO1 (configuration not stated)	-2	1	1	-6	1	1.1	0.9	-3	1	-9
Cc1nn(-c2ccccc2)c2sc(C(=O)N(CC(=O)NC3CCCC3)Cc3ccco3)cc12	-7	0.9	0.9	-7	1.1	2.9	1	-5	1.1	-13
O=c1cc2c(nn1Cc1cccc(Cl)c1)-c1ccccc1CC2	-8	0.9	1	.	1.1	0.95	0.9	-1	1	-1
CCn1cc(CN2CCCC(CNS(=O)(=O)Cc3ccccc3)C2)cn1 (configuration not stated)	-6	1	1.1	-17	1.1	0.89	1	-5	1.1	-6
Cc1c(C(=O)NNC(=S)Nc2cccc(Cl)c2)nnn1-c1ccccc1	6	1	1.1	-2	0.9	1.2	1.1	-2	1	-159
COc1ccc(OC)c(NC(=O)CSc2nnc(-c3ccco3)n2-c2ccc(C(=O)O)cc2)c1	0	0.9	1.1	-6	1	1	0.8	-2	1	-6
Cc1[nH]n(-c2cccc(Cl)c2)c(=O)c1C=NC12CN3CN(CN(C3)C1)C2	-4	0.9	1.1	-15	1	1	1	-2	1	-8
O=C(CCCc1ccccc1)NCc1ccc(F)cc1	2	1.1	0.9	-1	1	1	1.1	2	1	-3
COc1ccc(CCNC(=O)CC2COc3ccccc3O2)cc1OC (configuration not stated)	-1	1.1	1.1	-1	1	1	1.1	-7	1.1	-26
O=C(CSc1nnc(Cc2ccccc2)o1)c1cc(F)ccc1F	-4	1	0.9	-12	1	1.4	0.9	-2	1	-9
CCOc1ccc(C(=O)CCC(=O)O)cc1	0	1	1	-2	1	1.2	0.9	-1	1	-6
COc1ccc(CCNC(=O)CSCc2ccc(F)cc2)cc1OC	-2	1	0.7	-4	1	0.97	1	-3	1	-13
O=C1c2ccccc2C(=O)N1CCSc1ncn[nH]1	-2	1.1	1	17	1	1.1	1.1	1	1	3
O=C(O)c1oc2ccccc2c1CSc1ccccn1	1	1.1	0.9	-9	1	1	1.1	-3	1	-9
COc1ccc(C(C(=O)NCC2CCCO2)N(C(=O)CNC(=O)c2cccs2)c2ccc(C(C)=O)cc2)cc1OC (configuration not stated)	-2	0.9	1.2	8	1	0.93	1	-3	1	-7
C/C(=N\Nc1nc(C)cc(C)n1)c1ccc(N2CCOCC2)cc1	1	1.1	1	17	1	0.85	1.1	-2	1	-7
COc1ccc2[nH]c3nc(SCc4nnc(-c5ccc(C)cc5)o4)nnc3c2c1	-7	1	0.9	1	1.1	1.2	1	2	1	1
CC(C)N1C(=S)SC(C)(C)C1n1oc(=O)n(-c2cccc(Cl)c2)c1=O (configuration not stated)	-8	0.9	1	12	1.1	0.94	1	-2	1	-5
O=S(=O)(Nc1nccs1)c1cnc(Cl)c(Br)c1	0	1.1	1	0	1	1.1	1.1	-2	1	-4
Cc1cc(C)n2c(SCC(=O)Nc3cc(C)on3)nnc2n1	2	0.9	0.9	4	1	1.4	0.9	-4	1	-9
CN1CCN(c2ccc(NC(=O)c3ccc4c(c3)[nH]c(=O)n4Cc3ccc(F)cc3)cc2)CC1	0	0.8	1.3	3	1	1.1	0.8	1	1	-9
Cc1cc(NC(=O)c2ccccc2O)nc(C)n1	3	0.9	1.1	-4	1	1.3	0.9	-4	1	-8
O=C(O)C/C(=C\c1ccc(Cl)cc1)c1nc2ccccc2o1	-5	1	0.8	2	1	0.82	1	0	1	-6
COc1ccc(S(=O)(=O)Cc2ccc(C(=O)N3CCN(Cc4ccccc4)CC3)o2)cc1	-2	0.9	1	1	1	0.94	1.1	-5	1.1	-11
CN(C)c1ccc(CNC(=O)C2CCN(S(=O)(=O)c3ccc4c(c3)CCC(=O)N4)CC2)cc1	-3	1	1	10	1	1.1	1.2	-2	1	-11
CCC(C)NS(=O)(=O)c1ccc(S(=O)(=O)N(CCc2ccc(OC)c(OC)c2)Cc2cccs2)cc1 (configuration not stated)	4	0.8	0.8	-11	1	0.63	0.9	-1	1	-36

An excerpt from above, limited to TNAP inh noacc.
Molecule | TNAP inh noacc
Cc1[nH]n(-c2cccc(Cl)c2)c(=O)c1C=NC12CN3CN(CN(C3)C1)C2 | -8
O=c1cc2c(nn1Cc1cccc(Cl)c1)-c1ccccc1CC2 | -1
CCOc1ccc(C(=O)CCC(=O)O)cc1 | -6
O=C(CCCc1ccccc1)NCc1ccc(F)cc1 | -3
C/C(=N\Nc1nc(C)cc(C)n1)c1ccc(N2CCOCC2)cc1 | -7

High-throughput results (PubChem)
